Source: PubChem BioAssay (several laboratories)
VHR inh abs: blocks human VHR1 dual specificity phosphatase | 0.52% of 290,000 active | recombinant VHR phosphatase, pNPP absorbance | AID 1654 | inhibition, % at 13.3 µM | P51452; in the data active means inhibition above about 50%; further: some compounds called inactive have numbers as strong as hits
SSB-PriA inh: K. pneumoniae PriA-SSBct interaction inhibition; inhibition, % at 33 µM; AlphaScreen SSBct-PriA binding, biotinylated peptide; 0.6% of 430,000 active; in the data active means inhibition mostly above about 37%, no sharp cut-off; inactive means mostly below about 20%;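 further: plate controls were negative control peptide for no effect and reference peptide for full effect; strong numbers were not always called active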
MazEF act: MazEF (E. coli) toxin RNase activation; P0AE70; FAM/BHQ RNA-DNA oligo cleavage fluorescence, 5 h; activation, % at 20 µM; 0.32% of 350,000 active; in the data active means activation above about 50%
BoNT-A LC inh2: inhibitors of Botulinum neurotoxin A light chain protease | multiplex microsphere protease substrate cleavage, flow cytometry | inhibition, % at 10 µM | 0.17% of 360,000 active | AID 588499; further: plate controls were buffer without enzyme for full effect and enzyme alone for no effect
Anthrax LF inh2: blocks Bacillus anthracis lethal factor protease; P15917; multiplex microsphere protease cleavage assay, LF; inhibition, % at 10 µM; 0.12% of 360,000 active; further: plate controls were buffer without enzyme for full effect and enzyme alone for no effect
Target sequence (P15917 whole entry, looked up): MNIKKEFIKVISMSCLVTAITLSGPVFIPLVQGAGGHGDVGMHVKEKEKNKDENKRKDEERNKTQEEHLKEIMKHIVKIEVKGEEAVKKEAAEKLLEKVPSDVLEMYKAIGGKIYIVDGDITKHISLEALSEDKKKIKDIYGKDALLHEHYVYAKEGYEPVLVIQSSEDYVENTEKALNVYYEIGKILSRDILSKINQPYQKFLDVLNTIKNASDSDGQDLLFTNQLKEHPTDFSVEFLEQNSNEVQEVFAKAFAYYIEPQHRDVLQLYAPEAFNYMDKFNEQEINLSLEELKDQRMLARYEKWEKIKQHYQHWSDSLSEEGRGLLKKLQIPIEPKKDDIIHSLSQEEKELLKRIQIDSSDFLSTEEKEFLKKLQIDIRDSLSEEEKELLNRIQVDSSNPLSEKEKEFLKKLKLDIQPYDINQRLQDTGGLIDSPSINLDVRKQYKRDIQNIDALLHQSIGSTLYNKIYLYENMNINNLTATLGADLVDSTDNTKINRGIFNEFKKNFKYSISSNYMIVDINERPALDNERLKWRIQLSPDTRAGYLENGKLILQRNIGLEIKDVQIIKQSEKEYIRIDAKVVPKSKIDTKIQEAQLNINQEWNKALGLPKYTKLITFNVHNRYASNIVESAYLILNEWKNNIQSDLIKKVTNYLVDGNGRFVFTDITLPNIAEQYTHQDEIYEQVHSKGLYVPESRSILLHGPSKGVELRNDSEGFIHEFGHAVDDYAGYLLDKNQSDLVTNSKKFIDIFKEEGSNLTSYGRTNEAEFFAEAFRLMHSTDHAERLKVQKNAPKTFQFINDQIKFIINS
BoNT-F LC inh: blocks Botulinum neurotoxin F light chain protease. inhibition, % at 10 µM. Multiplex microsphere protease cleavage assay, flow cytometry. 0.22% of 360,000 active; in the data active means inhibition above about 35%, passing the limit was not always enough; inconclusive means no clear call, values can overlap the other calls; further: plate controls were buffer without enzyme for full effect and enzyme alone for no effect
PrPC TRFRET: reduces human prion protein on the cell surface | 0.43% of 370,000 active | inhibition, % at 13.8 µM | cell surface PrPC, TR-FRET read-out | P04156 | AID 720596; in the data active means inhibition above about 24%; further: 0% = median of the test wells and 100% = reference compound wells
Rv3671c inh: inhibitors of M. tuberculosis serine protease Rv3671c; P9WHR9; inhibition, % at 5.96 µM; 0.048% of 320,000 active; in the data active means inhibition above about 38%;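 further: extracellular domain of Rv3671c used as enzyme; 0% = enzyme with DMSO and 100% = no enzyme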
CCHF vOTU inh: CCHFV vOTU protease inhibition; Pep-AMC fluorescence; inhibition, % at 11.5 µM; 0.55% of 370,000 active; AID 651958; in the data active means inhibition above about 30%; further: 0% = vehicle wells with enzyme and 100% = no enzyme wells
3CLpro inhibitor: SARS-CoV 3CLpro protease inhibition. 0.14% of 290,000 active. inhibition, % at 6 µM. recombinant SARS-CoV 3CLpro, quenched FRET peptide cleavage; in the data active means inhibition above about 12%
Starred values were filed as active, the others as inactive; ? = inconclusive; . = not tested or not shown; & = joins results of further samples. Unless noted, no stated cut-off is given here; in the data, active means inhibition above about 30%; inconclusive means no clear call, values can overlap the other calls; inactive means below that. A portion of the library; count on the stated rates, not on these rows.

SMILES | VHR inh abs | SSB-PriA inh | MazEF act | BoNT-A LC inh2 | Anthrax LF inh2 | BoNT-F LC inh | PrPC TRFRET | Rv3671c inh | CCHF vOTU inh | 3CLpro inhibitor
Cc1ccc2occ(/C=N/NC(=O)c3ccccc3O)c(=O)c2c1 | 19 | . | 6 | -1.2 | 1 | 0 | 3 | 8 | 1 | 6
CC(=O)c1ccc2noc(-c3ccccc3)c2c1 | 26 | -18&-7 | -6 | 0.0 | 2 | -11 | -9 | -1 | -10 | -6
Cc1ccc(F)c(NC=C2C(=O)OC(C)(C)OC2=O)c1 | 17 | -4 | 0 | -0.3 | -2 | -1 | 7 | 4 | -9 | 4
CCOc1cc(C(C(=O)NCC2CCCO2)N(C(=O)Cn2nnc3ccccc32)c2ccccc2OC)ccc1O (centres undefined) | 17 | 0 | 15 | -0.1 | -3 | -31 | 5 | -1 | -9 | -4
CCC(C)NC(=O)C1CCC(=O)N1CCc1ccccc1 (centres undefined) | -5 | -13 | 5 | 0.8 | 3 | -9 | -2 | -3 | -6 | -2
C=C1C(=O)[C@]23C[C@H]1CC[C@H]2[C@]1(C)[C@@H](OC(C)=O)CC[C@@](C)(C(=O)OC)[C@H]1C[C@@H]3OC(C)=O | . | . | . | -0.6 | -4 | -13 | 0 | . | 12 | .
COc1ccc2[nH]cc(CCNC(=O)C3CC(=O)N(c4ccc(Cl)cc4)C3)c2c1 (centres undefined) | 8 | 2 | -38 | 1.8 | -3 | -11 | -1 | 6 | 6 | -2
COC(=O)CCNS(=O)(=O)c1ccc2ccccc2c1 | -8 | -10 | 4 | -0.3 | 0 | 4 | 0 | -1 | 7 | 2
CCOC(=O)N1CCC(Nc2c(Nc3ccc(C)c(C)c3)c(=O)c2=O)CC1 | 18 | 8 | 11 | 2.7 | -8 | -31 | 2 | 3 | -7 | -1
CCc1ccccc1NC(=O)N[C@H](C(=O)O)C(C)CC (some centres undefined) | 4 | 1 | 6 | -0.9 | 2 | -6 | -4 | -16 | 10 | 1
O=C(/C=C/c1ccc(S(=O)(=O)N2CCOCC2)cc1)NC(=S)NCCCn1ccnc1 | 18 | -2 | -20 | 0.2 | 1 | 5 | -17 | 3 | 4 | -4
O=C(NC(=S)NCCc1ccccc1)C1CCCCC1 | -19 | -20 | 1 | 0.2 | -2 | 1 | 9 | 1 | 6 | -6
Cc1ccnc(N2C(=O)CSC2c2ccc(Cl)cc2)c1 (centres undefined) | -5 | -5 | 3 | 0.0 | 1 | -1 | 2 | 2 | -13 | -3
O=c1ccccn1Cc1c(F)cccc1Cl | 29 | -3 | -15 | 0.3 | 0 | -2 | -5 | 0 | 7 | 5
COc1cc(/C=C2/C(=O)N=C(N)N2C)cc(OC)c1OC | -14 | . | 1 | -0.1 | -1 | -3 | . | -10 | . | -1
NC(=O)CSc1ccc(S(=O)(=O)N2CCCCC2)cn1 | . | -4 | -22 | 2.0 | 4 | -1 | -2 | -17 | 1 | .
CN(C)C(=O)c1ccc(NC(=O)c2cccc(-n3cnnn3)c2)cc1 | . | . | 0 | -0.1 | -2 | -6 | -7 | . | -7 | .
O=C1C=C(O)C(n2cncn2)C(c2ccc(F)cc2)C1 (centres undefined) | -1 | -13 | 12 | 0.8 | 1 | -2 | 4 | -11 | 4 | 5
CCN(CC)C(=O)CN1CCN(Cc2ccc3c(c2)OCO3)CC1 | 31 | -1 | 0 | -4.4 | -2 | -6 | -12 | -1 | 14 | -3
CCOC(=O)c1cc(-c2ccc(F)cc2)n(CC(=O)Nc2nccs2)c1C | . | -1 | 8 | -0.5 | -8 | -12 | 5 | -16 | 10 | 5
COc1ccc(N2C(=O)/C(=C\c3ccco3)N=C2SCC(=O)NC(C)(C)C)cc1Cl | -18 | -1 | -11 | -0.5 | -7 | 2 | -4 | 0 | 3 | -1
O=C(N/N=C/c1ccc[nH]1)c1ccc([N+](=O)[O-])cc1 | -4 | . | -3 | -0.5 | 0 | -2 | -21 | 4 | 3 | 1
CC(=O)Nc1ccc(S(=O)(=O)NNc2cccc(C)c2)cc1 | -15 | 8 | 1 | -3.0 | -3 | -9 | 1 | -5 | 1 | -1
COc1cc(CN2CCCCCC2)cc(Br)c1O | 55* | -2 | 3 | ? | 8 | ? | -5 | . | 4 | 1
CC[C@]12c3[nH]c4ccc(OC)cc4c3CCN1C(=O)C(CC(=O)NCCCN(C)C)C[C@@H]2C(=O)N1CCN(C(=O)C2CC2)CC1 (some centres undefined) | . | -8 | 8 | -0.5 | -8 | -4 | -5 | . | 6 | .
O=C(CCN1CCN(c2ccccc2)CC1)N/N=C/c1ccc(O)c(O)c1O | 8 | . | 21 | -1.2 | -4 | -15 | -4 | . | 22 | 2
COC(=O)c1ccccc1NC(=O)C1CCCN(S(=O)(=O)c2ccc(OC)cc2)C1 (centres undefined) | -1 | 3 | 2 | -0.7 | -2 | 1 | 8 | 4 | 5 | 4
Cc1cc(Br)cc(Cl)c1OCC(=O)N1CCN(C(=O)c2ccco2)CC1 | . | 2 | -2 | 0.3 | -9 | 1 | -7 | 2 | 13 | .

By substructure: those above containing an aryl methoxy group
SMILES | VHR inh abs | SSB-PriA inh | MazEF act | BoNT-A LC inh2 | Anthrax LF inh2 | BoNT-F LC inh | PrPC TRFRET | Rv3671c inh | CCHF vOTU inh | 3CLpro inhibitor
CCOc1cc(C(C(=O)NCC2CCCO2)N(C(=O)Cn2nnc3ccccc32)c2ccccc2OC)ccc1O (centres undefined) | 17 | 0 | 15 | -0.1 | -3 | -31 | 5 | -1 | -9 | -4
COc1ccc2[nH]cc(CCNC(=O)C3CC(=O)N(c4ccc(Cl)cc4)C3)c2c1 (centres undefined) | 8 | 2 | -38 | 1.8 | -3 | -11 | -1 | 6 | 6 | -2
COc1cc(/C=C2/C(=O)N=C(N)N2C)cc(OC)c1OC | -14 | . | 1 | -0.1 | -1 | -3 | . | -10 | . | -1
COc1ccc(N2C(=O)/C(=C\c3ccco3)N=C2SCC(=O)NC(C)(C)C)cc1Cl | -18 | -1 | -11 | -0.5 | -7 | 2 | -4 | 0 | 3 | -1
COc1cc(CN2CCCCCC2)cc(Br)c1O | 55* | -2 | 3 | ? | 8 | ? | -5 | . | 4 | 1
CC[C@]12c3[nH]c4ccc(OC)cc4c3CCN1C(=O)C(CC(=O)NCCCN(C)C)C[C@@H]2C(=O)N1CCN(C(=O)C2CC2)CC1 (some centres undefined) | . | -8 | 8 | -0.5 | -8 | -4 | -5 | . | 6 | .
COC(=O)c1ccccc1NC(=O)C1CCCN(S(=O)(=O)c2ccc(OC)cc2)C1 (centres undefined) | -1 | 3 | 2 | -0.7 | -2 | 1 | 8 | 4 | 5 | 4
